Screens from PubChem.
TrxR1 substrate – substrates of rat thioredoxin reductase 1; O89049; purified TrxR1 substrate turnover, NADPH consumption readout; Potency, µM (titrated, usually from 114 µM), for inactives: at the highest dose activity change, negative = substrate turnover; 0.01% of 390,000 active; AID 588456; further: potency means the concentration at half of the fitted maximal effect; on the % scale 0 is the no-effect control and ±100 the full control effect; nearly all actives have a fitted effect of over 50% in size
Target sequence (O89049 whole entry, looked up): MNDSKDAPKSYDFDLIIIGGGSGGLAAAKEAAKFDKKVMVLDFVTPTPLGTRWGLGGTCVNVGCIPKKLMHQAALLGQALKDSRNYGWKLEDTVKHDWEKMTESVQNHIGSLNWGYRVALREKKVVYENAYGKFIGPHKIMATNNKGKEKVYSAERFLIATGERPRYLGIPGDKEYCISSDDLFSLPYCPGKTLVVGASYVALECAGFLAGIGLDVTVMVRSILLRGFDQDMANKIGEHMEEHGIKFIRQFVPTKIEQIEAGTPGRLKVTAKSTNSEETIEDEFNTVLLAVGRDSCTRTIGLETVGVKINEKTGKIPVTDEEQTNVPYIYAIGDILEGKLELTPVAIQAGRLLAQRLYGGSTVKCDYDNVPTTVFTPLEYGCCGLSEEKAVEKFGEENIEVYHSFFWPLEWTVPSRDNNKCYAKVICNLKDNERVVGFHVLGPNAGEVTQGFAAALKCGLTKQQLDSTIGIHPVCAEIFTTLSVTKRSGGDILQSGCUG
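Rat TrxR1, dispensed at 90 nM, was prereduced with 400 uM NADPH (final) for 5 min at ~22 deg C, then incubated with compound 15 min before 400 uM selenite. A first-read NADPH fluorescence drop versus no-compound background flagged substrates.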
mIDH1 inhibitor – blocks human mutant IDH1 R132H enzyme. IDH1-R132H enzyme, NADPH consumption, diaphorase/resazurin fluorescence. Potency, µM (top dose mostly 76.6 µM), for the others: top-dose activity change, negative = inhibition, usual class: inhibitors. 0.093% of 390,000 active. AID 602179; further: potency means the concentration at half of the fitted maximal effect; on the % scale 0 is the no-effect control and ±100 the full control effect; nearly all actives have a fitted effect of over 65% in size
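IDH1-R132H (0.5 ug/mL) preincubated 30 min with compound, then NADPH (0.016 mM) and alpha-KG (2 mM) added; 80 min at RT, pH 7.5. Remaining NADPH coupled via diaphorase/resazurin to fluorescence (540/590 nm); concentration-response curves normalized to no-enzyme control.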
Pin1 inh – inhibitors of human Pin1. Potency, µM (doses to about 115 µM), for the others: top-dose activity, negative = inhibition, actives largely listed as inhibitors. 0.009% of 390,000 active. Pin1 FP peptide displacement, HiFluor488, 10 min; active means well fitted inhibition curve with a large enough effect in the polarisation, with a control signal flat, not every such curve was filed as active; inconclusive means small, poorly fitted or top-dose-only effect, or effect the other way, or a change in a side signal; inactive means no such curve, though single readings can be large or run the other way; the % refers to the polarisation; further: potency means the concentration at half of the fitted maximal effect; on the % scale 0 is the no-effect control and ±100 the full control effect
Target sequence (Q13526 whole entry, looked up): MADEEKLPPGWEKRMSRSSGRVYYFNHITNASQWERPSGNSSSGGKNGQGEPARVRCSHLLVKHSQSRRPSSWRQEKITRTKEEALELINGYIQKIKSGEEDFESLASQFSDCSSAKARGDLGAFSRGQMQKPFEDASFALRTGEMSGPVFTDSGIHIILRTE
rTrxR1 inhibitor – blocks rat thioredoxin reductase 1 | O89049 | 1% of 390,000 active | recombinant rTrxR1, NADPH fluorescence consumption, selenite substrate | Potency, µM (top dose mostly 114 µM), inactives show top-dose activity change, negative = inhibition, most hits filed as inhibitors; further: potency means the concentration at half of the fitted maximal effect; on the % scale 0 is the no-effect control and ±100 the full control effect; nearly all actives have a fitted effect of over 65% in size
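Rat TrxR1 (90 nM in the dispensed reagent) was pre-reduced with 400 uM NADPH for 5 min at room temperature, then incubated with compound for 15 min. After 400 uM selenite was added, NADPH fluorescence (Ex 340/Em 450 nm) was followed for 8 min.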
Tb PGK inh – blocks T. brucei phosphoglycerate kinase | P07378 | PGK/GAPDH coupled, Kinase-Glo luminescence, 60 min | Potency, µM (highest dose often 57.5 µM), inactives show at the highest dose activity change, negative = inhibition, most hits filed as inhibitors | 0.043% of 380,000 active | AID 602233; further: potency means the concentration at half of the fitted maximal effect; on the % scale 0 is the no-effect control and ±100 the full control effect; nearly all actives have a fitted effect of over 60% in size
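Recombinant glycosomal PGK reaction used 1,3-bisphosphoglycerate generated in-well by GAPDH (100nM final) in 100mM TEA pH 7.6, 5mM MgCl2, 0.01% Tween-20. After 60 minutes at room temperature, ATP was read by Kinase-Glo Plus luminescence end-point.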
GLS inhibitor – blocks human kidney-isoform glutaminase activity; GLS enzymatic activity, qHTS titration; Potency, µM (highest dose often 45.5 µM), for inactives: at the top dose activity change, negative = inhibition, actives largely listed as inhibitors; 0.21% of 410,000 active; further: potency means the concentration at half of the fitted maximal effect; on the % scale 0 is the no-effect control and ±100 the full control effect
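Read-out is an Amplex red fluorescence increase coupled through glutamate oxidase and HRP, measured before and after 30 min room-temperature incubation. hKGA is in 45 mM KH2PO4 (pH 8.2) with 0.02% Tween-20; glutamine added as 1mM solution.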
USP1-UAF1 inh – USP1/UAF1 (human) deubiquitinase inhibition | recombinant USP1/UAF1, Ub-Rhodamine cleavage fluorescence | Potency, µM (series often up to 57.1 µM), for inactives: at the top dose activity change, negative = inhibition, most hits filed as inhibitors | 0.23% of 390,000 active | AID 743255; further: potency means the concentration at half of the fitted maximal effect; on the % scale 0 is the no-effect control and ±100 the full control effect; nearly all actives have a fitted effect of over 60% in size; inactives centre near -12
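USP1/UAF1 complex (1 nM) preincubated 15 min at room temperature with compound, then Ub-Rho substrate (150 nM final) added. Kinetic fluorescence at 480/540 nm over 6 reads at 60 s intervals; 50 mM HEPES pH 7.8, 0.5 mM EDTA, 0.1 mg/ml BSA, 1 mM TCEP, 0.01% Tween-20.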
PI4K2A block – inhibitors of human PI4K2A; AID 1346378; purified PI4K2A, ADP-Glo luminescence, 1 h; hits give low values; Q9BTU6; 0.13% of 420,000 active; activity change, negative = inhibition, % at 76.9 µM; in the data active means activity change below about -50%; inconclusive means mostly about -30% to -49%;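 further: -100% = wells without enzyme as full effect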
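Compounds are screened against recombinant PI4K2A using PI as substrate and ATP, the latter dispensed at 300 microM. Reactions run one hour at ambient temperature before ADP-Glo detection; full inhibition defined by wells lacking enzyme.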
HP1b binding inh – inhibitors of HP1-beta chromodomain binding to methylated histone tails. P83916. AlphaScreen HP1-beta / biotin-H3K9me3 peptide binding. Potency, µM (series often up to 114 µM), for inactives: at the highest dose activity change, negative = inhibition, actives largely listed as inhibitors. 0.56% of 390,000 active; further: potency means the concentration at half of the fitted maximal effect; nearly all actives have a fitted effect of over 70% in size; inactives centre near 23
Target sequence (P83916 whole entry, looked up): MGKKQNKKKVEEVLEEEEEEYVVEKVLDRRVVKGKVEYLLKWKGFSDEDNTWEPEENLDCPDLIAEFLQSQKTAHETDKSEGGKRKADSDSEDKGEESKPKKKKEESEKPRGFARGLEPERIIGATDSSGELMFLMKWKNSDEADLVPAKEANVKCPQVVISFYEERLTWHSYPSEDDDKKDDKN
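HP1-beta protein (50 nM final) preincubated 30 min at room temperature with biotinylated H3(1-18)K9me3 peptide (50 nM) in PBS pH 7.4, 0.01% Tween-20, then compound added for 30 min. AlphaScreen streptavidin donor/nickel chelate acceptor beads (10 ug/mL final), 30 min dark, luminescence read.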
* = called active by the depositor; i = inactive; ? = inconclusive; . = not tested or not shown; [ ] = dose if it differs, or a comment. Unless noted, the call rests on the fitted dose curve; in most records, active means well fitted curve in the direction sought with a large enough effect; inconclusive means small, poorly fitted or top-dose-only effect, or another doubt; inactive means no such curve, though single readings can be large; an effect the other way counts as inactive or inconclusive. Not all compounds are listed, so the mix of outcomes need not match the whole.

Sequence of screens: TrxR1 substrate	mIDH1 inhibitor	Pin1 inh	rTrxR1 inhibitor	Tb PGK inh	GLS inhibitor	USP1-UAF1 inh	PI4K2A block	HP1b binding inh
Cc1cccc2cc(CN(CC3CCCO3)C(=O)c3ccco3)c(=O)[nH]c12 (centres undefined)
  9%	10%	-5%	16µM*	-4%	-8%	-6%	7	36%
Cc1ccc(Cn2c(C)c(CNCCCc3ccccc3)c(C(=O)O)c2C)cc1
  1%	28%	-18%	2%	-5%	4%	-6%	-3	13%
O=C(Nc1ccc(Cl)cn1)c1cc2c(s1)-c1ccccc1OC2
  89%[activator]	-9%	-1%	?	-1%	1%	-16%	2	67%[activator]
Cc1ccc(NC(=O)COC(=O)CN2CSCC2=O)cc1C
  9%[57.1 µM]	-3%	-16%	-8%	6%	3%	-4%	-9	42%[activator]
COc1ccc(N(CC(=O)NC2CCCCCC2)S(=O)(=O)c2ccccc2)cc1Cl
  -6%	-3%	6%	1%	-1%	2%	-2%	-3	17%
COc1cccc(CNC(=O)c2cccnc2Sc2ccc(Cl)cc2)c1
  2%	-4%	0%	14%	4%	-4%	-18%	8	23%
c1ccc(C(c2nnnn2Cc2ccco2)N2CCN(C3CCCC3)CC2)cc1 (centres undefined)
  -1%	3%	9%	?	4%	6%	-12%	-4	28%
Cc1ccc(S(=O)(=O)CCc2nnc(N)s2)cc1C
  7%	-1%	-3%	8%	5%	-3%	-6%	-2	23%
COc1ccc(-c2noc(-c3ccc(NCCc4ccccc4)c([N+](=O)[O-])c3)n2)cc1OC
  0%	14%	28%	-1%	6%	3%	-15%	3	40%[activator]
COc1cccc(NC(=O)CN(C)C(C)C(=O)N2CCCCC2)c1 (centres undefined)
  -5%[2.29 µM]	-6%	-10%	-2%[2.29 µM]	1%	-11%	-7%	-8	?
CC(C)c1ccc(NC(=O)c2cccc3c2C(=O)N(C2CCCCC2)C3)cc1
  4%	.	0%	27%	.	-3%	12%	-1	42%[activator]
Cc1sc2ncnc(N3CCCC(C)C3)c2c1C (centres undefined)
  -6%	-5%	3%	11%	-11%	0%	-18%	-3	55%[activator]
CC1Cc2ccccc2N1S(=O)(=O)c1cccc(C(=O)NCC(c2ccco2)N2CCCC2)c1 (centres undefined)
  -5%	6%	23%	-11%	i	11%	-11%	3	-5%
CCOc1ccc(CCNC(=O)c2nnn(CC(=O)Nc3ccccc3C)c2N)cc1OCC
  7%	8%	18%	32%	i	-1%	-24%	-2	27%
CCOc1ccccc1C1C(C#N)=C(N)N(N(C)C)C2=C1C(=O)CCC2 (centres undefined)
  -1%[57.1 µM]	-2%	2%	4%[57.1 µM]	i	?	-12%	-16	25%
CCC(CC)c1nnc(NC(=O)c2ccc(N3CCCC3=O)cc2)s1
  6%[57.1 µM]	4%	16%	6%[57.1 µM]	-2%	2%	-5%	1	20%
Cc1cccc(OCC(=O)Nc2ccc(N3CCN(C(=O)c4ccccc4)CC3)cc2)c1C
  -1%	-6%	2%	-4%	0%	3%	-13%	-2	23%
COc1cc2c(cc1OC)-c1cc(NC3CCCC3)nc(=O)n1CC2
  5%	0%	5%	-10%	-4%	5%	-16%	-3	26%
COc1ccccc1N1CCN(C(=O)COc2ccc(C)cc2Br)CC1
  -2%	6%	-6%	0%	-4%	12%	-24%	-2	15%
O=C(NCCc1ccccc1)c1cc(-c2ccc(Br)cc2)on1
  1%	-10%	1%	17%	-2%	0%	-18%	1	-1%
CC(=O)c1ccc(N2CCN(C(=O)Cc3ccccc3)CC2)c(F)c1
  10%[57.1 µM]	4%	1%	11%[57.1 µM]	-4%	-3%	-15%	2	17%
CCC(=O)N1c2ccccc2CC1C(=O)NCCCN1CCN(c2ccc(F)cc2)CC1 (centres undefined)
  -4%[57.1 µM]	10%	-4%	5%[57.1 µM]	-3%	33%[activator]	-25%	-4	34%
O=C(CSc1ccccn1)N1CCNC1=O
  8%[57.1 µM]	4%	0%	5%[57.1 µM]	2%	2%	-12%	-2	24%
CCc1nnc(NC(=O)CSc2nccn2-c2ccccc2)s1
  3%	-10%	2%	13%	1%	-6%	-14%	1	18%
CCOC(=O)C(=CNc1cc(C)ccn1)C(=O)OCC
  -10%	2%	4%	-9%	-7%	3%	-4%	2	48%[activator]
C=CCNC(=O)C1CC(=O)N(c2ccc(Br)cc2)C1 (centres undefined)
  14%	1%	-4%	13%[57.1 µM]	4%	3%	-5%	4	58%[activator]
O=C(CSc1nc2ccsc2c(=O)n1Cc1ccccc1Cl)NCc1ccc(F)cc1
  2%	-8%	4%	9%	-5%	3%	-10%	-3	16%
CCOc1cc(/C=N\Nc2ccc([N+](=O)[O-])cc2)ccc1OCC(=O)Nc1ccc(C)c(C)c1
  -3%	3%	?	10%[2.29 µM]	-4%	2%	?	-1	12%
O=C(CN1CCCCC1)NC(=O)NCc1ccccc1
  -15%	3%	2%	-18%	-5%	-1%	-11%	5	27%
CCOc1ccc(C(=O)NCC(=O)OC2CCOC2=O)cc1OCC (centres undefined)
  10%[57.1 µM]	11%	3%	-4%[57.1 µM]	-7%	9%	5%	-3	20%
CCOc1ccc(OCC)c(C2C(C#N)=C(N)N(c3cccnc3)C3=C2C(=O)CC(C)(C)C3)c1 (centres undefined)
  -12%	6%	5%	?	-2%	-3%	-7%	2	41%
COCCNC(=O)CCSCc1ccccc1F
  2%	1%	1%	2%	-5%[11.5 µM]	-2%	-6%	0	14%
COC(=O)[C@]1(C)CCC[C@@]2(C)C3CC[C@@]4(C)C[C@]3(CCC21)CC4=NO (some centres undefined)
  1%	-7%	0%	4%	-5%	-2%	-10%	-6	-3%
CSCCC1NC(=O)N(CC(=O)Nc2cccc(S(=O)(=O)N3CCCCCC3)c2)C1=O (centres undefined)
  -1%	-3%	4%	14%	14%	-7%	-22%	-1	9%
CCC(C)Sc1cccc(-c2nc3cnccn3c2NC2CCCCC2)c1 (centres undefined)
  2%	-1%	?	7%	2%	1%	?	-3	97%[activator]
CCOc1cccc2cc(C(=O)NCc3ccc(C)cc3)c(=N)oc12
  -4%	-9%	1%	-8%	-5%	-3%	-21%	-1	10%
CC(OC(=O)c1cc2sccc2n1C)C(=O)NCc1cccs1 (centres undefined)
  -6%	4%	-17%	20%	.	-3%	-10%	-3	29%
Cc1cc(-c2ccc(Cl)cc2)n2nc(N)nc2n1
  50%[activator][57.1 µM]	6%	2%	35%[activator][57.1 µM]	0%	-14%	-12%	-2	28%
CN(CCCOc1ccccc1Br)Cc1ccccc1
  11%[57.1 µM]	20%	-1%	22%[57.1 µM]	-3%	-12%	-14%	-7	-11%
Cc1ccc(C2=Nc3ccccc3N(CC(=O)Nc3cccc(F)c3)C(=O)C2)cc1C
  7%[57.1 µM]	11%	32%[activator]	25%[57.1 µM]	0%	-5%	?	-1	70%[activator]
C/C(=N\NC(=O)CNc1cccc2ccccc12)c1ccc(Br)s1
  1%	13%	2%	-8%	-7%	-1%	-17%	-8	44%[activator]
Cc1ccc(-n2c(-c3c(-c4ccccc4)noc3C)n[nH]c2=S)cc1
  5%[57.1 µM]	0%	5%	-3%[57.1 µM]	-11%	-2%	-5%	-7	12%
COCCNC(=O)c1cc2n(n1)CCCN(Cc1ccc(C)cc1)C2=O
  1%[57.1 µM]	18%	-9%	7%[57.1 µM]	0%	2%	-16%	-5	-7%
Cc1cccc(/C=C2\CCC(C3CCCC3)C2=O)c1 (centres undefined)
  -7%	9%	0%	-6%	-4%	0%	-17%	4	82%[activator]
O=C(NNC(=S)Nc1cccc(C(F)(F)F)c1)c1ccncc1
  .	-15%	.	.	-5%	16%	-8%	-5	.

Quoted at random: two records from the list.
Sequence of screens: TrxR1 substrate	mIDH1 inhibitor	Pin1 inh	rTrxR1 inhibitor	Tb PGK inh	GLS inhibitor	USP1-UAF1 inh	PI4K2A block	HP1b binding inh
Cc1cccc(/C=C2\CCC(C3CCCC3)C2=O)c1 (centres undefined)
  -7%	9%	0%	-6%	-4%	0%	-17%	4	82%[activator]
O=C(NNC(=S)Nc1cccc(C(F)(F)F)c1)c1ccncc1
  .	-15%	.	.	-5%	16%	-8%	-5	.

Other compounds follow:
Sequence of screens: TrxR1 substrate	mIDH1 inhibitor	Pin1 inh	rTrxR1 inhibitor	Tb PGK inh	GLS inhibitor	USP1-UAF1 inh	PI4K2A block	HP1b binding inh
Nc1[nH]nc2nc(N3CCOCC3)nc(-c3ccccc3)c12
  -3%	3%	-3%	5%	-1%	3%	-16%	-14	57%[activator]
CCCNc1nc2ccccc2c(=O)[nH]1
  29%	-2%	-1%	17%	12%	4%	-11%	-3	2%
CC1(C)Oc2cc3oc(-c4cc(O)cc(O)c4)cc3cc2CC1O (centres undefined)
  82%[activator]	-4%	1%	7%	-6%	27%	-11%	-3	-10%
CCC1Nc2ncnc(N3CCN(c4ccccc4)CC3)c2N(Cc2ccc(Cl)cc2)C1=O (centres undefined)
  7%[57.1 µM]	-2%	29%	11%[57.1 µM]	4%	13%	-13%	-1	3%
C/C(=N\n1c(C)nc2ccccc2c1=O)c1ccc(N)cc1
  -3%	0%	1%	18%	i	-8%	-14%	-3	30%
COc1ccc(CCNS(=O)(=O)c2ccc(C(=O)NCc3ccco3)cc2)cc1OC
  12%	16%	-12%	-13%	-6%	3%	?	1	-13%
